TDP-43 yeast inh = rescues yeast growth from TDP-43 toxicity. Potency, µM (titrated, usually from 46.1 µM), without a hit: at the highest dose growth rescue (activation), hits mostly activators. 1.8% of 410,000 active. TDP-43 expressing yeast growth rescue, BacTiter-Glo, 24 h; note: potency is the fitted concentration of half-maximal effect; % of control where 0% means no effect; nearly all actives have a fitted effect of over 50% in size
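Cell-based yeast growth screen: TDP-43 expression induced in galactose, inoculum OD600=0.02 after raffinose pregrowth to mid-log. Read-out BacTiter-Glo luminescence at 24 hr, 30 deg C; inhibition of toxicity seen as signal increase.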
KB-V1 MDR tox = kills drug-selected multidrug resistant KB-V1 cells; KB-V1 MDR cells viability, CellTiter-Glo, 72 h; Potency, µM (doses to about 46.1 µM), inactives show top-dose activity change, negative = cytotoxicity, hits mostly cytotoxic; 3.4% of 400,000 active; AID 1347076; note: potency is the fitted concentration of half-maximal effect; % is set by controls: 0 for no effect and ±100 for the full control effect; nearly all actives have a fitted effect of over 60% in size
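Cytotoxicity via CellTiter-Glo luminescence after 72 h compound exposure at 37 degrees C. Cells: drug-selected KB-V1 line, DMEM phenol-red free plus 10% FBS. Compounds tested at multiple concentrations; normalized data fitted to concentration-effect curves.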
GLP1R ag = GLP-1 receptor (human) agonism. P43220. HEK293 GLP-1R CRE-luciferase, luminescence, 4-6 h; cells express a hypersensitive GLP-1R form. Potency, µM (titrated, usually from 45.6 µM), for inactives: top-dose activation, usual class: activators. 0.007% of 380,000 active. AID 624172; note: potency is the fitted concentration of half-maximal effect; % of control where 0% means no effect
aSyn rescue = alpha-synuclein toxicity inhibition in yeast. Yeast expressing alpha-synuclein, growth rescue, BacTiter-Glo, 24 h. Potency, µM (titrated, usually from 46.1 µM), inactives show top-dose growth rescue (activation), usual class: activators. 0.14% of 370,000 active. AID 652106; note: potency is the fitted concentration of half-maximal effect; % of control where 0% means no effect; nearly all actives have a fitted effect of over 65% in size
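Rescue of yeast growth: cells expressing toxic alpha-synuclein, induced in galactose at OD600 0.02, incubated with compound 24 h at 30 C. ATP luminescence quantified growth; inhibitors of toxicity appear as activators.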
HEK293 tox = cytotoxicity counter-screen for GLP-1 receptor inverse agonists | HEK293 cAMP-luciferase reporter cells, luminescence, 24 h | Potency, µM (series often up to 38.3 µM), for the others: at the highest dose activity change, negative = inhibition, actives largely listed as inhibitors | 0.13% of 410,000 active | AID 624418;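 note: loss of luciferase light is scored as toxicity; potency is the fitted concentration of half-maximal effect; % is set by controls: 0 for no effect and ±100 for the full control effect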
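MLSMR compounds, 24 hr on cells at 37 deg C/5% CO2; luminescence after luciferase reagent (12 min RT). Inhibition counted as the undesired cytotoxic outcome.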
PTHR1 agonist = agonists of human PTHR1 parathyroid hormone receptor | Potency, µM (series often up to 115 µM), for inactives: top-dose activation, actives largely listed as activators | HEK293 GP2 PTHR1 cells, GloSensor cAMP luminescence, 1 h | 0.075% of 410,000 active | Q03431; note: potency is the fitted concentration of half-maximal effect; nearly all actives have a fitted effect of over 55% in size; some results filed as inactive show a strong effect at the top dose; inactives centre near -15; many of its hits are not listed in these tables
Target sequence (Q03431 whole entry, looked up): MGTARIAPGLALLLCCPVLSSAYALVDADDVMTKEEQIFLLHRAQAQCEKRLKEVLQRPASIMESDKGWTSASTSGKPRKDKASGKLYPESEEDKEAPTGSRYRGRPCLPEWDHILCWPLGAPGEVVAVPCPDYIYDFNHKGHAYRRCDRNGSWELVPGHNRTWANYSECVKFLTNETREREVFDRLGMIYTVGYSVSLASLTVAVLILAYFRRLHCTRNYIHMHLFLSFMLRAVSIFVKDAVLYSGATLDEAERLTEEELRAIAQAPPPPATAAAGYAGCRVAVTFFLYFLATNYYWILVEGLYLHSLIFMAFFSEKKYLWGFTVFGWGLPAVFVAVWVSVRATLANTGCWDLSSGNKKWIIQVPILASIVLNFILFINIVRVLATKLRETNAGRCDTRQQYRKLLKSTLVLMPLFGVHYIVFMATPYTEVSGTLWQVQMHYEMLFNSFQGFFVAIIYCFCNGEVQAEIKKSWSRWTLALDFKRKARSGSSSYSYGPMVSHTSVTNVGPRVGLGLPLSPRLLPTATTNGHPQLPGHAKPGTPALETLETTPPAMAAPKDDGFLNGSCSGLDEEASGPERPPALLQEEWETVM
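HEK-293-derived GP2 cells expressing PTHR1 and a GloSensor cAMP reporter, 3,000/well, plated overnight, given luciferin plus IBMX (each 0.5 mM as added) for 1 h at 37 °C, then compound for 1 h at 37 °C. Luminescence was read after 15 min at room temperature.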
D3 ag = activates the human D3 dopamine receptor. D3R DiscoveRx beta-arrestin cells, luminescence, 90 min. max activation, %. 0.58% of 410,000 active. AID 652048; in the data active = max activation above about 30%; note: 0% is about no effect; mostly tested at two doses, the higher about 12 µM
Target sequence (P35462 whole entry, looked up): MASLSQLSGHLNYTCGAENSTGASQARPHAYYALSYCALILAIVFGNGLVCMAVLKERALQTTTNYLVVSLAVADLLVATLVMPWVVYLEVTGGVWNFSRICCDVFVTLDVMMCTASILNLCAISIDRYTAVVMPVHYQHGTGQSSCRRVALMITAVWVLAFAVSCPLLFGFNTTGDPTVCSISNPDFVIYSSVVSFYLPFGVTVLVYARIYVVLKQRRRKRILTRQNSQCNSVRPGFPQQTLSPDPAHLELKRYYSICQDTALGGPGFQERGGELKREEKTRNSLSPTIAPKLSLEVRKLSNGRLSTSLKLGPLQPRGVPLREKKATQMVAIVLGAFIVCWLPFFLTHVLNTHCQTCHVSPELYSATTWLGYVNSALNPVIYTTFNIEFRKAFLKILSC
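Cells at 1500/well, incubated overnight, then treated with pinned compounds (dopamine as control) for 90 min at 37 degrees C. DiscoveRx reagent added for 30 - 60 minutes at room temperature; luminescence read.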
GLP1R inv ag = inverse agonists of human GLP-1 receptor. P43220. HEK293 GLP-1R CRE-luciferase, luminescence, 24 h; GLP-1R form is constitutively active. Potency, µM (doses to about 38.3 µM), for inactives: at the top dose activity change, negative = inhibition, most hits filed as inhibitors. 1.6% of 410,000 active; note: potency is the fitted concentration of half-maximal effect; % is set by controls: 0 for no effect and ±100 for the full control effect; nearly all actives have a fitted effect of over 55% in size
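Cells are plated, allowed 12 hours at 37 deg C, then treated with compounds for 24 hr before luciferase detection reagent is added and luminescence is read after 12 min at room temperature. The HEK293 line carries constitutively active GLP-1R with a cAMP-responsive reporter.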
DRD3 antagonist = D3 dopamine receptor (human) antagonism. max response, negative = inhibition, %. 2.5% of 360,000 active. P35462. D3R cells, DiscoveRx beta-arrestin luminescence, antagonist mode; hits give low values; in the data active = max response below about -50%; inconclusive = no clear call, values can overlap the other calls; note: % is set by controls: 0 for no effect and ±100 for the full control effect; mostly tested at two doses, the higher about 12 µM
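Cells expressing the human receptor were seeded at 1500 cells/well, incubated overnight at 37 degrees C in 5% CO2, then exposed to library compounds with dopamine controls for 90 minutes at 37 degrees C before luminescent detection.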
Starred values were filed as active, the others as inactive; i = inactive; u = inconclusive; x = not tested or not shown; & = joins results of further samples; [ ] = dose if it differs, or a comment. Unless noted, calls come from the whole dose curve; as a rule, active = well fitted curve in the direction sought with a large enough effect; inconclusive = small, poorly fitted or top-dose-only effect, or another doubt; inactive = no such curve, though single readings can be large; an effect the other way counts as inactive or inconclusive.

Under each structure: TDP-43 yeast inh, KB-V1 MDR tox, GLP1R ag, aSyn rescue, HEK293 tox, PTHR1 agonist, D3 ag, GLP1R inv ag, DRD3 antagonist
1	O=C(NCCCN1CCOCC1)c1ccc2c(c1)N(Cc1c(F)cccc1Cl)C(=O)c1ccccc1S2
    -5.5%, -1.7%, 0.5%, 1.4%, -7.9%, i, -16.5, u, -20.9
2	COC(=O)C1=C(C)NC(=O)C1(NC(=O)c1ccncc1)C(F)(F)F (stereo not drawn)
    0.9%, 6.3%, -5.5%, 7.2%, -9.1%, i, 3.3, -18.2%, 8.5
3	Cn1c(=O)c2c(-c3ccccc3)n(-c3ccccc3Br)cc2n(C)c1=O
    6.2%, u, 17.9%, 1.2%, -7.7%, -14.4%, -5.4, 4.3%, 1.7
4	C=CCNC(=S)NCc1cccnc1
    15.3%, 0.3%, 0.0%, 6.1%, 4.4%, i, -0.3, 29.2%, -29.6
5	CCn1c(-c2ccc[nH]c2=O)nc2ccccc21
    5.8%, -1.5%, -5.3%, -2.6%, -7.2%, 4.0%, 2.2, 9.8%, 23.7
6	Cc1nc2ccccc2n1C(c1cccnc1)c1nc2ccccc2[nH]1 (stereo not drawn)
    u, 0.2%, x, -2.2%, -10.1%, -7.0%, -2.5, 2.8%, -5.6
7	O=C(CCCc1ccccc1)Nc1ccnn1C1CCN(Cc2ccccn2)CC1
    -20.3%, u, 0.8%, 0.0%, -4.6%, -5.5%, -4.4, 19.7%, 0.0
8	CN(C(=S)Nc1ccc(Oc2ccccc2)cc1)c1ccc(O)cc1
    3.3%, 5.6%, 7.8%, 2.1%, 22.4%, -28.9%, -3.1, u, u
9	CC1CCN(C(=O)COC(=O)Cn2cnc3c2c(=O)n(C)c(=O)n3C)CC1
    22.4%, 8.4%, 1.3%, 0.3%, 3.0%, -6.4%, 3.4, 14.7%, 24.8
10	c1ccc(COc2ccc(CNn3cnnc3)cc2)cc1
    -9.1%, 1.8%, -2.3%, 0.2%, u, i, 3.2, 0.5%, -25.9
11	Cc1ccc(CN2CC(=O)N3[C@H]4c5ccccc5OC[C@@H]4[C@H](c4ccccc4)[C@]3(C)C2=O)cc1
    13.3%, u, -0.8%, 7.9%, 14.8%, -35.6%[inhibitor], -27.6, u, -16.8
12	O=C(C1CCN(S(=O)(=O)c2cccnc2)CC1)N1CCN(c2ccc(Cl)cc2)CC1
    -2.1%, 6.51µM*, -4.7%, -4.0%, 11.8%, -4.6%, -10.2, -25.0%, -2.3
13	NC(=O)c1ccc(NC(=O)c2cncn2-c2ccccc2)cc1
    -12.6%, -3.8%, 4.8%, 5.0%, 10.7%, i, -2.2, 11.4%, 9.4
14	O=C(Nc1ccc(Oc2cccnc2)cc1)C1CCN(Cc2cc(Cl)ccc2O)CC1
    -5.2%, u, -1.6%, -7.0%, -31.6%, -91.0%, -4.8, u, -18.7
15	CCCCSCc1ccc(C(=O)O)o1
    21.2%, 7.3%, 3.4%, -6.1%, 1.0%, i, 2.0, 0.0%, 24.3
16	CC(C)(CO)NC(=O)C(c1ccccc1)c1ccccc1
    -8.0%, -29.6%, 0.4%, -4.3%, 6.4%, 16.1%, -12.8, -13.1%, -16.0
17	Cc1ccc(C(O)(C(=O)NNS(=O)(=O)c2ccc(C)cc2)c2ccc(C)cc2)cc1
    19.5%, u, -4.0%, 8.1%, -1.9%[1.53 µM], i, -1.2, u, 0.3
18	COc1ccc(NS(=O)(=O)c2cc(NC(=O)CNC(=O)c3ccc(C)s3)ccc2Cl)cc1
    -12.0%, 0.0%, 10.2%, 0.4%, 4.8%, -13.9%, -30.6, -15.9%, u
19	CCc1nc(Nc2cccc(OC)c2)c2oc3ccccc3c2n1
    0.0%, -11.2%, 17.4%, -20.6%, -4.3%, -37.2%[inhibitor], -2.7, 7.7%, 12.5
20	Cn1c(=O)c(Oc2cc(Cl)cc(Cl)c2)nc2ccccc21
    -1.4%, -24.6%, -10.8%, 1.1%, 1.9%, i, 9.2, -4.1%, 4.5
21	CCCCNc1nnc(SCC(=O)c2c[nH]c3ccccc23)s1
    5.9%, 8.6%, -1.3%, -3.8%, -10.9%, i, 2.6, u, 3.9
22	c1ccc(C2CNCc3c2ccc2ccccc32)cc1 (stereo not drawn)
    15.4%, u, 17.3%, 17.3%, u, i, 6.2, u, -5.4
23	COc1ccc(SC[C@H](Cc2ccccc2)N2CC[C@@H](O)CCC2=O)cc1
    13.4%, 1.3%&-20.6%, -3.5%, 9.0%, 13.9%, -0.4%, 10.9, 19.0%, 19.6
24	CCOC(=O)c1c(C)[nH]c(C)c1S(=O)(=O)NCC1CCN(Cc2ccccc2OC)CC1
    4.0%, u, -3.1%, 1.9%, -11.7%, i, -13.3, u, -25.9
25	O=C1C(=O)N(CNc2cccnc2)c2ccccc21
    15.5%, -5.7%, -0.6%, 1.0%, -2.2%, i, -1.0, 0.9%, -7.7
26	O=c1cc(-c2ccccc2)oc2ccc(Br)cc12
    19.0%, -0.7%, -1.8%, -0.1%, 11.0%, -7.5%, 3.4, 51.9%[activator], -7.4
27	COCCSc1ccccc1C(=O)Nc1ccc([N+](=O)[O-])cc1OC
    29.6%, -2.8%, 19.4%, 5.7%, -2.6%, -9.7%, -4.4, 13.0%, 21.9
28	O=C(CCC(=O)c1cccs1)OCC(=O)N1CCN(C(=O)c2ccco2)CC1
    -0.7%, 16.4%, -7.5%, -0.8%, -0.6%, i, 5.9, 0.3%, -21.7
29	COc1ccc(S(=O)(=O)N2CCOCC2)cc1NC(=O)CSc1nnnn1C1CC1
    10.3%, u, 8.3%, -1.7%, -15.7%, i, -13.4, 19.9%, -28.1
30	CCO[C@@H]1OC(C(=O)N2CCOCC2)=C[C@H](c2ccc(C(F)(F)F)cc2)[C@H]1CCCO
    0.3%, 3.0%, -1.3%, 1.7%, 0.9%, -14.7%, 14.4, u, -18.1
31	O=S(=O)(c1ccccc1)N1N=C(c2ccccc2)CC1c1ccccc1F (stereo not drawn)
    -17.2%, -6.3%, 8.8%, -7.4%, 23.9%, -4.4%, 4.2, u, -9.7
32	Cc1cc(N2C(=O)CCC2=O)ccc1NC(=O)c1cccs1
    2.9%, 0.6%, -9.0%, 8.0%, -1.6%, -0.6%[57.5 µM], 6.9, 4.8%, 5.0
33	O=C(c1cnn2c(C(F)(F)F)cc(-c3ccccc3)nc12)N1CCCc2ccccc21
    -20.1%, -0.3%, -11.6%, -1.6%, 6.8%, -3.3%[57.5 µM], -6.6, 4.8%, -15.1
34	NC(=O)COC(=O)c1cccc(NS(=O)(=O)/C=C/c2ccccc2)c1
    9.4%, 0.0%, -12.7%, 9.3%, 6.9%, -8.0%, 2.8, -9.7%, -1.3
35	CCOC(=O)C1=C(C)N=c2s/c(=C/c3ccco3)c(=O)n2C1c1cccc(OC)c1 (stereo not drawn)
    -22.3%, u, -10.8%, -13.3%, 0.8%, -3.1%[57.5 µM], -4.4, 11.2µM*, -8.9
36	CN1CCN(c2ccc(CNC(=O)c3cc4ccccc4o3)cc2)CC1
    -12.1%, -0.7%, 7.2%, -4.5%, 14.7%, -13.3%, -13.3, u, u
37	COCCn1nnnc1SCC(=O)c1ccccc1
    14.6%, 3.7%, 5.8%, 7.2%, 42.6%[activator], -5.0%[57.5 µM], 1.0, 10.6%, -5.3
38	O=C(Cc1ccc(Cl)cc1)NCCc1ccc(F)cc1
    8.6%, 2.5%, 1.5%, 5.2%, -5.8%, i, -2.9, u, -5.8
39	CC1CCc2nc3ncn(CC(=O)Nc4cccc(C#N)c4)c(=O)c3cc2C1 (stereo not drawn)
    4.2%, u, x, x, -0.5%, -2.4%, -24.3, 15.6%, x
40	C[C@@H](NC(=O)c1[nH]cnc1C(=O)Nc1cccc(Cl)c1)c1ccccc1
    u, -1.9%, -0.3%, -18.5%, -4.5%, i, -0.9, u, 33.3
41	C/C(=N\NC(=O)C1COc2ccccc2O1)c1cc2ccccc2o1 (stereo not drawn)
    -12.1%[0.397 µM], 3.5%, 11.8%, -4.2%, -9.3%, -15.5%, 1.9, -31.2%, u
42	CCn1cc(CNCc2c(C(=O)N3CCCCC3)nc3c(C)cccn23)cn1
    -4.5%, -19.7%, 5.4%, 1.1%, -5.2%, -18.4%, -0.9, 7.1%, -17.1
43	CSc1nccc(NC(=O)c2cccc(Br)c2)n1
    u, u, 27.4%, -14.0%, 2.1%, -26.3%, 4.8, -8.0%, 8.3

Filtered by structure: those above with bromine.
Under each structure: TDP-43 yeast inh, KB-V1 MDR tox, GLP1R ag, aSyn rescue, HEK293 tox, PTHR1 agonist, D3 ag, GLP1R inv ag, DRD3 antagonist
3	Cn1c(=O)c2c(-c3ccccc3)n(-c3ccccc3Br)cc2n(C)c1=O
    6.2%, u, 17.9%, 1.2%, -7.7%, -14.4%, -5.4, 4.3%, 1.7
26	O=c1cc(-c2ccccc2)oc2ccc(Br)cc12
    19.0%, -0.7%, -1.8%, -0.1%, 11.0%, -7.5%, 3.4, 51.9%[activator], -7.4
43	CSc1nccc(NC(=O)c2cccc(Br)c2)n1
    u, u, 27.4%, -14.0%, 2.1%, -26.3%, 4.8, -8.0%, 8.3

High-throughput results as filed in PubChem BioAssay.

These rows are one share of the data. The share of hits here may be higher or lower than overall.
